High-throughput results as filed in PubChem BioAssay.
HTT cytoprotect = qHTS Multiplex Assay to Identify Dual Action Probes in a Cell Model of Huntington: Cytoprotection (ATP); PC12 HTT-Q103 induced, cytoprotection, ATP luminescence, 40 h; Potency, µM (series often up to 56.4 µM), without a hit: cytoprotection (ATP increase), hits mostly activators; 230,000 tested, 0.14% active;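 note: % of control where 0% means no effect; nearly all actives have a fitted effect of over 45% in size; toxic huntingtin expression switched on by the ecdysone agonist tebufenozide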
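ATP quantification (ATPlite) reports survival of PC12 cells in which tebufenozide, 100 nM final, switches on Htt exon 1 with 103 glutamines linked to GFP; compounds are titrated.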
GAA glycogen = qHTS Assay for Inhibitors and Activators of Human alpha-Glucosidase Cleavage of Glycogen; 300,000 tested, 0.38% active; Potency, µM (series often up to 76.4 µM), for the others: at the highest dose activity change, negative = inhibition, most hits filed as inhibitors; AID 2100, 2009; recombinant GAA, glycogen substrate, Amplex Red glucose oxidase fluorescence; Lysosomal alpha-glucosidase (Homo sapiens), P10253;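 note: 0% = full enzyme reaction and -100% = no-enzyme basal signal; the screen sought inhibitors and activators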
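Natural-substrate format: glycogen cleavage by 4 nM human enzyme, glucose read by Amplex Red coupling (Ex 573, Em 610 nm). Normalized to enzyme and no-enzyme controls.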
Tau fluor counter = Counterscreen qHTS for Inhibitors of Tau Fibril Formation, Fluorescence Polarization | tau K18 P301L Alexa594 fluorescence, heparin fibrillization | Potency, µM (top dose mostly 57.7 µM), for inactives: at the highest dose activity change, negative = decrease | 280,000 tested, 0.93% active | AID 1463, 2008; note: % is set by controls: 0 for no effect and ±100 for the full control effect; nearly all actives have a fitted effect of over 55% in size
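Human tau K18 P301L (15 uM unlabeled, 0.24 uM Alexa 594-labeled) in 100 mM sodium acetate pH 7 with 20 uM heparin, 6 hr at 37 C. ThT 30 uM added, 1 hr ambient; Alexa 594 FP and total fluorescence read at 555/632 nm.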
Tau fibril ThT = qHTS for Inhibitors of Tau Fibril Formation, Thioflavin T Binding; AID 1460, 2008; Microtubule-associated protein tau (Homo sapiens), P10636; Potency, µM (titrated, usually from 57.4 µM), for the others: top-dose activity, negative = inhibition, hits mostly inhibitors; recombinant tau K18 P301L, heparin-induced fibrillization, ThT fluorescence; 270,000 tested, 2.1% active; note: % is set by controls: 0 for no effect and ±100 for the full control effect; nearly all actives have a fitted effect of over 55% in size
Target sequence (P10636 561-689 P618L limits assumed): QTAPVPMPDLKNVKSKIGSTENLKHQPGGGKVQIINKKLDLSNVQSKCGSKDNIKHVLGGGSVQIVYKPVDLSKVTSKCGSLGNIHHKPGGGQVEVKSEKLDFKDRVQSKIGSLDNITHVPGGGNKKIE
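Fibril formation assay: tau K18 P301L at 15 uM with trace Alexa 594 label, heparin inducer 20 uM, pH 7 sodium acetate buffer, 37 C for 6 hr; endpoint ThT signal.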
Tau FP inhib = qHTS for Inhibitors of Tau Fibril Formation, Fluorescence Polarization; Microtubule-associated protein tau (Homo sapiens), P10636; 280,000 tested, 0.39% active; Potency, µM (highest dose often 57.7 µM), for inactives: top-dose activity, negative = inhibition, actives largely listed as inhibitors; K18 P301L tau heparin fibrillization, Alexa594 FP, 6 h; note: % is set by controls: 0 for no effect and ±100 for the full control effect; nearly all actives have a fitted effect of over 55% in size
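K18 P301L tau (15 uM unlabeled/0.24 uM Alexa 594-labeled, final) + compound + heparin 20 uM final; 100 mM NaOAc pH 7; 6 hr 37 C; ThT 30 uM final added, 1 hr RT; FP ex 555/em 632 nm.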
GAA spleen mod = qHTS Assay for Inhibitors and Activators of Human alpha-Glucosidase From Spleen Homogenate; Lysosomal alpha-glucosidase (Homo sapiens), P10253; human spleen homogenate, 4-MU-alpha-glucoside fluorescence; Potency, µM (titrated, usually from 79.9 µM), without a hit: at the highest dose activity change, negative = inhibition, most hits filed as inhibitors; 240,000 tested, 0.006% active;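 note: 0% = enzyme with vehicle and -100% = no enzyme basal signal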
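Compounds were titrated against alpha-glucosidase in spleen homogenate at pH 5.0, with 1 mM 4-methylumbelliferyl substrate for 40 min at 37 C. Reactions were quenched with pH 10 NaOH/glycine and fluorescence measured.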
GAA inh = qHTS Assay for Inhibitors of Human alpha-Glucosidase as a Potential Chaperone Treatment of Pompe Disease; Lysosomal alpha-glucosidase (Homo sapiens), P10253; purified human GAA, 4-MU-alpha-glucoside fluorescence; Potency, µM (top dose mostly 76.9 µM), without a hit: at the highest dose activity change, negative = inhibition, most hits filed as inhibitors; 200,000 tested, 0.005% active;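 note: plate controls were uninhibited enzyme wells for no effect and no-enzyme background for full effect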
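Human enzyme at 4 nM with 400 uM 4-methylumbelliferyl-alpha-D-pyranoside, citrate/phosphate buffer pH 5.0, 0.005% Tween-20, 20 min at room temperature. Compounds up to 77 uM. 4-MU fluorescence (Ex 365/Em 440) read after NaOH/glycine stop; AC50 from Hill fit.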
aGal spleen mod = qHTS Assay for Inhibitors and Activators of Human alpha-Galactosidase From Spleen Homogenate. Alpha-galactosidase A (Homo sapiens), P06280. human spleen homogenate, 4MU-alpha-Gal fluorescence, 40 min. Potency, µM (series often up to 80 µM), without a hit: at the highest dose activity change, negative = inhibition, usual class: inhibitors. 240,000 tested, 0.008% active;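 note: 0% = enzyme with vehicle and -100% = no enzyme basal signal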
Target sequence (P06280 32-429 limits assumed): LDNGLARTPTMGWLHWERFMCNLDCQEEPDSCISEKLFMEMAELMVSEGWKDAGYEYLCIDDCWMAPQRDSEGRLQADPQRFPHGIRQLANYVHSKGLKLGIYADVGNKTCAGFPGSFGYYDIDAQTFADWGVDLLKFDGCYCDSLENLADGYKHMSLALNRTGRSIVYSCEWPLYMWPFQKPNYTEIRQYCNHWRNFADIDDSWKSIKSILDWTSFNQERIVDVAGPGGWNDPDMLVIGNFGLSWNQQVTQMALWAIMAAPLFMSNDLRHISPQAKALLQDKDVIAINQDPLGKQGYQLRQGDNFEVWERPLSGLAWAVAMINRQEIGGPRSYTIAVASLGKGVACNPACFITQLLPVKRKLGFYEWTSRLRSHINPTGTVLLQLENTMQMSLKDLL
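Inhibition or activation of alpha-galactosidase in human spleen homogenate is scored by 4-MU fluorescence after 40 min at 37C, pH 5.0, with 1 mM substrate. AC50s come from concentration-response fitted to the Hill equation.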
* marks the source's active call; other numbers are inactive results; ? = inconclusive; / = not tested or not shown; [ ] = another dose, or the depositor's remark. Calls come from the whole dose curve; as a rule, active = well fitted curve in the direction sought with a large enough effect; inconclusive = small, poorly fitted or top-dose-only effect, or another doubt; inactive = no such curve, though single readings can be large; an effect the other way counts as inactive or inconclusive. Potency is the fitted concentration of half-maximal effect.

SMILES	HTT cytoprotect	GAA glycogen	Tau fluor counter	Tau fibril ThT	Tau FP inhib	GAA spleen mod	GAA inh	aGal spleen mod
O=C(O)CC1(CC(=O)Nc2ccccc2N2CCOCC2)CCCC1	-2.0%[10 µM]	3.5%	-5.0%	-3.0%	-2.7%	3.7%	-1.9%	7.4%
O=C(O)CCNS(=O)(=O)c1ccc2c(c1)OCCCO2	-8.8%	-5.0%	3.7%	2.0%	-1.3%	-10.2%	8.5%	1.7%
Cc1cc2cc3c(C)cc(=O)oc3c(C)c2o1	-22.5%	-3.3%	-1.4%	2.4%	-2.6%	0.2%	/	-1.9%
COC(=O)CSc1nc(SCc2ccc(C)cc2)nc2c1CCCC2	7.3%[10 µM]	-0.1%	-12.7%	-11.5%	-10.4%	2.3%	-16.4%	6.9%
CN(Cc1cccnc1)C(=O)c1cc(COc2ccc3ncccc3c2)on1	22.0%[10 µM]	-11.4%	3.6%	-2.9%	-4.8%	6.9%	/	8.8%
CCOc1ccc(N2C(=O)S/C(=C\c3cccn3C)C2=O)cc1	11.9%[10 µM]	9.7%	-6.8%	-13.0%	-4.5%	1.2%	-24.8%	-9.6%
COCCn1c(COC)nc2ccccc21	1.5%	5.4%	5.4%	6.7%	-0.1%	-14.9%	-4.5%	-0.3%
Cc1cccc(OCC(=O)NCCc2nc3ccccc3[nH]2)c1C	/	14.3%[76.3 µM]	-12.7%	-5.9%	-13.1%	/	/	/
Cn1c(=O)c2cc(C(=O)NCCCN3CCN(c4ccccc4F)CC3)sc2c2ccccc21	/	13.9%[76.3 µM]	-15.6%	-0.2%	-2.6%	/	/	/
COc1cc(NC(=O)CSc2nc(C)c(C)c(C)n2)cc(OC)c1	8.2%[10 µM]	-5.1%	-7.0%	1.2%	-1.0%	-2.0%	-2.1%	7.7%
COc1ccc(NC(=O)/C=C/c2ccccc2)cn1	-20.6%[10 µM]	12.6%	-8.9%	-2.7%	1.7%	-2.6%	-31.9%	-8.6%
Cc1ccc(C(=O)NCC(=O)OC(C)C(=O)Nc2ccc(N(C)C)cc2)s1 (configuration not stated)	-39.0%[inhibitor]	28.5%	-14.9%	-15.1%	-6.2%	0.2%	-1.9%	11.3%
CCCCCOc1ccccc1C(=O)NCC(=O)O	-52.6%[inhibitor]	0.0%	5.1%	8.3%	4.0%	-14.5%	3.8%	-3.3%
O=C(NCC(F)(F)F)Nc1ncccn1	-4.0%[0.074 µM]	1.2%	-0.2%	-5.9%	0.1%	-7.0%	-0.3%	-5.7%
O=C(Nc1cccnc1)c1ccc2nc(-c3ccccc3)c(-c3ccccc3)nc2c1	/	15.0%	?	-17.7%	?	4.2%	?	-1.1%
CCS(=O)(=O)c1ccc(O)c(NC(=O)Nc2cccc3ccccc23)c1	23.1%[10 µM]	-5.0%	5.8%[0.0958 µM]	/	6.8%[0.0958 µM]	7.5%	/	6.9%
NS(=O)(=O)c1ccc(-c2ccc(C=O)o2)cc1	-55.5%[inhibitor]	-6.7%	4.4%	-5.6%	1.6%	0.3%	-0.7%	7.9%
COc1ccccc1NC(=O)CCCc1nc(-c2ccc(OC)c(OC)c2)no1	/	15.9%	-4.4%	-17.7%	2.2%	-7.2%	1.5%	-16.9%
O=C(c1oc(=O)c2ccccc2c1-c1ccccc1)N1CCN(C2CCCCC2)CC1	-16.3%	-3.7%	-5.0%	-2.8%	1.1%	5.9%	-4.0%[15.4 µM]	11.8%
CC(C)c1nnc(NC(=O)CCC(=O)NC2CCCCCCC2)s1	-8.5%	2.5%	-0.4%	-3.0%	-8.6%	9.0%	-0.5%	4.6%
NC[C@H]1O[C@H](O[C@H]2[C@H](O)[C@@H](O[C@H]3O[C@H](CO)[C@@H](O)[C@H](N)[C@H]3O)[C@H](N)C[C@@H]2N)[C@H](N)C[C@@H]1O	/	7.0%	-10.9%	-7.9%	7.3%	-3.9%	?	2.9%
CC(=O)C(Cc1cnc(Cl)s1)(Cc1cnc(Cl)s1)C(C)=O	-0.1%[10 µM]	6.2%	-8.5%	-17.5%	-2.0%	-13.3%	7.7%	-2.6%
Cn1cnnc1SCC(=O)Nc1ccc(Cl)cn1	-3.4%[1.9 µM]	19.6%	0.4%	-0.6%	-4.7%	0.1%	14.4%	-1.8%
CN(CC(=O)O/N=C(\N)c1ccccn1)S(=O)(=O)c1cc(Cl)ccc1Cl	0.9%	0.1%	-19.5%	-21.4%	-2.8%	5.1%	-9.9%	9.1%
COc1ccc(OC)c(C2CC(=O)c3c([nH]c(C(=O)OCC4CCCO4)c3C)C2)c1 (configuration not stated)	3.5%[10 µM]	-1.8%	-24.2%	?	-7.9%	-5.9%	-0.5%	-2.0%
O=C1NC2(CCCCC2)C(=O)N1CCN1C(=O)c2ccccc2C1=O	-20.6%	4.4%	-0.3%	-4.2%	1.5%	-4.2%	2.8%	4.9%
COC(=O)[C@@]1(Cc2ccc(OC)cc2)[C@H]2c3cc(C(=O)N(C)C)n(CCc4ccccn4)c3C[C@H]2CN1C(=O)c1ccccc1	8.5%	/	-6.7%	-10.5%	5.3%	-6.4%	/	-1.5%
COC/C=C/C1=CC2=CC(=O)C(C)(OC(=O)c3cnc4ccccc4n3)C(=O)C2=CN1CC1CC1 (configuration not stated)	-13.1%[10 µM]	/	-27.9%[11.6 µM]	?	1.4%[11.6 µM]	6.4%[17.4 µM]	/	9.2%[17.5 µM]
O/N=C(/CN(O)/C=C1/C=CC=N1)c1cccs1	2.8%[0.074 µM]	-13.0%	-8.4%	-13.6%	-4.4%	-3.6%	-8.8%	-1.2%
Cc1ccc(Cn2c(=O)n(CCCCC(=O)NCc3ccccc3Cl)c(=O)c3ccccc32)cc1	/	3.5%[76.3 µM]	1.8%	6.0%	-1.9%	/	/	/
CCCCCCCC/C=C\CCCCCCCC(=O)N[C@@H](CO)Cc1ccc(O)cc1	13.3%	/	?	-20.3%	?	-0.7%	/	2.0%
CN(C)c1ccc(C=C2C(=O)OC(C)(C(C)(C)C)OC2=O)cc1 (configuration not stated)	-8.8%	9.7%	-6.5%	-9.9%	-9.8%	-5.6%	1.4%	-6.3%
Cc1ccc(C)c(CSc2cn(CCNC(=O)c3cccs3)c3ccccc23)c1	/	0.4%[76.3 µM]	8.91µM*[quencher]	?	-12.2%	/	/	/
CC1=C(C(=O)N2CCCCCC2)C2(CCC(C)CC2)OC1=O (configuration not stated)	-10.0%	3.1%	-0.4%	0.1%	-2.1%	-9.4%	5.2%	-1.0%
CSCCC(NC(=O)COc1ccccc1)C(=O)Nc1ccc(C)cc1 (configuration not stated)	-19.1%[10 µM]	-0.6%	-20.0%	-3.8%	-2.6%	3.9%	9.7%	2.1%
O=C1OCC2=C1C(c1ccccc1)CC(=O)N2c1ccccc1 (configuration not stated)	-4.3%	-14.9%	-7.8%	-8.2%	-7.2%	-3.4%	0.9%	-3.0%

A stretch of the results above:
SMILES	HTT cytoprotect	GAA glycogen	Tau fluor counter	Tau fibril ThT	Tau FP inhib	GAA spleen mod	GAA inh	aGal spleen mod
CSCCC(NC(=O)COc1ccccc1)C(=O)Nc1ccc(C)cc1 (configuration not stated)	-19.1%[10 µM]	-0.6%	-20.0%	-3.8%	-2.6%	3.9%	9.7%	2.1%
O=C1OCC2=C1C(c1ccccc1)CC(=O)N2c1ccccc1 (configuration not stated)	-4.3%	-14.9%	-7.8%	-8.2%	-7.2%	-3.4%	0.9%	-3.0%

(listing goes on)
SMILES	HTT cytoprotect	GAA glycogen	Tau fluor counter	Tau fibril ThT	Tau FP inhib	GAA spleen mod	GAA inh	aGal spleen mod
O=C(c1ccco1)N1CCN(C(=O)C2Cc3ccccc3CN2S(=O)(=O)c2ccc(F)cc2)CC1 (configuration not stated)	9.2%[10 µM]	0.9%	-5.9%	-7.3%	0.4%	3.3%	-5.0%	5.6%
CC(C)(C)c1ccccc1OCCN1CCCC1	1.6%	7.5%	4.8%	1.7%	3.2%	-6.9%	-0.2%	5.1%
COc1ccc(Cl)cc1N(CC(=O)NC(C(C)C)C(C)C)S(C)(=O)=O	/	-2.4%	5.2%	3.5%	4.0%	4.4%	-2.0%	6.9%
CCn1ccnc1C(O)c1ccc(N(C)C)cc1 (configuration not stated)	-10.5%[10 µM]	-19.4%	-8.6%	?	-4.0%	-7.0%	-11.4%	-14.3%
COc1ccc(-n2nnc3c(=O)n(CC(=O)N4CCCCC4)cnc32)cc1	-8.2%	2.2%	10.9%	8.8%	8.2%	-1.6%	0.8%	3.4%
CC(C)(C#N)Nc1ccccc1	-7.3%[10 µM]	-3.3%	-4.3%	-1.1%	-1.1%	-4.4%	-0.5%	5.0%
CC(C)[C@@H]1NC(=O)c2cc([N+](=O)[O-])cc(I)c2OCC[C@@H](C(N)=O)NC(=O)[C@H](CCC(=O)O)NC1=O	/	4.0%	-9.8%	-7.7%	-8.4%	-1.5%	-6.5%	3.9%

Entries of single compounds as entered above:
CC(C)[C@@H]1NC(=O)c2cc([N+](=O)[O-])cc(I)c2OCC[C@@H](C(N)=O)NC(=O)[C@H](CCC(=O)O)NC1=O reads HTT cytoprotect = /; GAA glycogen = 4.0%; Tau fluor counter = -9.8%; Tau fibril ThT = -7.7%; Tau FP inhib = -8.4%; GAA spleen mod = -1.5%; GAA inh = -6.5%; aGal spleen mod = 3.9%
O=C(c1ccco1)N1CCN(C(=O)C2Cc3ccccc3CN2S(=O)(=O)c2ccc(F)cc2)CC1 (configuration not stated) reads HTT cytoprotect = 9.2%[10 µM]; GAA glycogen = 0.9%; Tau fluor counter = -5.9%; Tau fibril ThT = -7.3%; Tau FP inhib = 0.4%; GAA spleen mod = 3.3%; GAA inh = -5.0%; aGal spleen mod = 5.6%
